HCV inhibitor = blocks hepatitis C virus | Huh7.5.1 HCVcc-Cre infection, luciferase reporter, 44 h | Potency, µM (top dose mostly 41.8 µM), without a hit: at the top dose activity change, negative = inhibition, actives largely listed as inhibitors | hit rate 3.4% among 340,000 | AID 651820; also: potency is read from the fitted curve at half-maximal effect
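After 44 h co-culture of compound, cells and HCVcc-Cre (~0.5 moi), substrate is added for 15 min at room temperature and luciferase measured over 15 sec. Cells were seeded at 1,000/well and pre-cultured 4 h.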
HCMV antiviral = inhibitors of human cytomegalovirus; HFF cells, HCMV-luciferase reporter, 72 h; active compounds read low; activity change, negative = inhibition, % at 57.5 µM; hit rate 4.5% among 410,000; AID 1259415; in the data active = activity change below about -60%; inconclusive = no clear call, values can overlap the other calls; inactive = above about -39%
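Human foreskin fibroblasts infected with luciferase-reporter HCMV at MOI 1 PFU/cell, compounds at two doses. Luciferase measured 72 h post infection; normalized to buffer-only basal and Salinomycin (10uM) controls.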
AmpC detergent = AmpC beta-lactamase inhibition with detergent present; P00811; AmpC hydrolysis of nitrocefin, absorbance 480 nm, 0.01% Triton; Potency, µM (doses to about 114 µM), for the others: top-dose activity change, negative = inhibition, most hits filed as inhibitors; hit rate 0.041% among 370,000;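 also: potency is read from the fitted curve at half-maximal effect; 0% = no-compound wells and -100% = no-enzyme wells; nearly all actives have a fitted effect of over 25% in size; some results filed as inactive show a strong effect at the top dose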
Target sequence (P00811 whole entry, looked up): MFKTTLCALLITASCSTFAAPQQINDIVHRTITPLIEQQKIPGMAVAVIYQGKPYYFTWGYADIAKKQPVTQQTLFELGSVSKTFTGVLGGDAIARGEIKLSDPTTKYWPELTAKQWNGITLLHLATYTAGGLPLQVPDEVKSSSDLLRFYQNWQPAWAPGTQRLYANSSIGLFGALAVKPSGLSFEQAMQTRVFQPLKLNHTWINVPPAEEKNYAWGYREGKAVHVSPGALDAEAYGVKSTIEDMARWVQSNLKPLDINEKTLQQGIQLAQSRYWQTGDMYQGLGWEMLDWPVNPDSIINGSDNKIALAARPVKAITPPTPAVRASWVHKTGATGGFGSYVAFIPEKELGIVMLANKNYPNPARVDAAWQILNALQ
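20 mM phosphate pH 7.0 + 0.01% (detergent screen) or 0.0001% Triton X-100; 5.3 nM AmpC reagent; cpd preinc 15 min RT; nitrocefin (800 uM stock) to start; A480 q20 s × 4 min; Activity was normalised to no-enzyme and no-compound control wells.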
AmpC inh no detg = inhibitors of E. coli AmpC beta-lactamase without detergent. AID 485341. Potency, µM (doses to about 57.1 µM), inactives show at the highest dose activity change, negative = inhibition, most hits filed as inhibitors. P00811. AmpC nitrocefin hydrolysis, absorbance 480 nm, 0.0001% Triton. hit rate 0.52% among 330,000;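 also: potency is read from the fitted curve at half-maximal effect; plate controls were no compound for no effect and no enzyme for full effect; nearly all actives have a fitted effect of over 20% in size; some results filed as inactive show a strong effect at the top dose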
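AmpC (5.3 nM in the dispensed reagent) in 20 mM phosphate pH 7.0 with 0.01% (detergent screen) or 0.0001% Triton X-100 was preincubated with compounds for 15 min at room temperature. Nitrocefin was then added from an 800 uM solution, and hydrolysis was followed at 480 nm.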
LmPK inhibitor = blocks Leishmania mexicana pyruvate kinase activity | Q27686 | purified LmPK, Kinase-Glo ATP luminescence, 1 h | Potency, µM (top dose mostly 57.5 µM), inactives show top-dose activity change, negative = inhibition, usual class: inhibitors | hit rate 0.37% among 290,000; also: potency is read from the fitted curve at half-maximal effect
Target sequence (Q27686 whole entry, looked up): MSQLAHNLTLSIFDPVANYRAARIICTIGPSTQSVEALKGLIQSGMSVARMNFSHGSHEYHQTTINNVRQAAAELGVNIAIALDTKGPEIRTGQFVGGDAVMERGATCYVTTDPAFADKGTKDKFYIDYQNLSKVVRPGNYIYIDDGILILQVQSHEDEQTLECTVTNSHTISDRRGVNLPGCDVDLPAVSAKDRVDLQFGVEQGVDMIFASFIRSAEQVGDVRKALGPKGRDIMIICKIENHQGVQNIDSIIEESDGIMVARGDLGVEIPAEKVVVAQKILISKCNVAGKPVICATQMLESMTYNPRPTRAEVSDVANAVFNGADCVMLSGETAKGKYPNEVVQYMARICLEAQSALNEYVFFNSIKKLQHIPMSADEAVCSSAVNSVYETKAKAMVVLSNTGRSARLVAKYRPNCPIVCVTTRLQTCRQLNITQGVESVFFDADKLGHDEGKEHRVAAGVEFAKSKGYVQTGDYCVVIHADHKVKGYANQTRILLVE
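Kinase-Glo luminescence read after 1 h RT reaction of 0.1 nM LmPK with 0.5 mM PEP and 0.1 mM ADP. Activity scaled between uninhibited and enzyme-free controls.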
AMA1 RON2 block = inhibitors of Plasmodium falciparum AMA1-RON2 interaction; AlphaScreen AMA1-biotinylated RON2 peptide binding; Potency, µM (doses to about 58.2 µM), for the others: top-dose activity change, negative = inhibition, most hits filed as inhibitors; hit rate 0.2% among 360,000; AID 720542;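 also: potency is read from the fitted curve at half-maximal effect; 0% = vehicle wells and -100% = peptide control; nearly all actives have a fitted effect of over 45% in size; some results filed as inactive show a strong effect at the top dose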
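AMA1 (3D7) with his tag at 25 nM final met compounds first, then biotinylated RON2 peptide at 25 nM; detection used donor plus acceptor beads, 10 µg/mL apiece, read by AlphaScreen after 30 min at room temperature.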
TbPYK inhibitor = T. brucei pyruvate kinase inhibition; Q57TT1; TbPYK enzyme, Kinase-Glo Plus ATP luminescence, 45 min; hit rate 0.12% among 410,000; Potency, µM (highest dose often 76.8 µM), inactives show at the top dose activity, negative = inhibition, most hits filed as inhibitors; also: potency is read from the fitted curve at half-maximal effect; nearly all actives have a fitted effect of over 50% in size
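Enzyme and substrate buffer are dispensed first and compound is pin-transferred. ADP at 130 uM final then starts the reaction, which runs 45 min at room temperature. Detection reagent is added for 10 min before luminescence is imaged.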
* = called active by the depositor; ? = inconclusive; . = not tested or not shown; [ ] = dose if it differs, or a comment. Unless noted, calls follow the shape of the dose curve; as a rule, active = well fitted curve in the direction sought with a large enough effect; inconclusive = small, poorly fitted or top-dose-only effect, or another doubt; inactive = no such curve, though single readings can be large; an effect the other way counts as inactive or inconclusive. Unless noted, % is scaled to controls: 0 for no effect and ±100 for the full control effect.

SMILES	HCV inhibitor	HCMV antiviral	AmpC detergent	AmpC inh no detg	LmPK inhibitor	AMA1 RON2 block	TbPYK inhibitor
Cc1ccc(CNC(=O)c2ccc(Br)o2)cc1	6%	13	5%	-4%	2%	-9%	-4%
CC(=O)Nc1ccc(S(=O)(=O)N2CCC(n3cnc4cc(F)ccc43)CC2)cc1	-2%	?	?	1%	-1%	6%	-1%
Cc1[nH]c2ccc(F)cc2c1CCN1C(=O)OC(C)(C)C1(C)O (stereo unspecified)	-1%	-2	4%	-15%	1%	2%	-10%
CCCN1CCN(CCCNC(=O)CN2C(=O)COc3ccccc32)CC1	10%	-3	3%	-2%	-3%	0%	-2%
COc1ccc(C(C(O)C(=O)c2c[nH]c3ccccc23)N2CCN(c3ccccc3)CC2)cc1 (stereo unspecified)	?	10	-3%	-36%	3%	-23%	-1%
COc1ccc(/C=N/Nc2ncnc3sc(C)c(C)c23)cc1	-19%	-12	-8%	51%	-1%	-2%	-1%
CC1=NN2C(=N)/C(=C\c3cc(C)n(-c4ccc(C)cc4)c3C)C(=O)N=C2S1	-9%	-17	-7%	-24%	0%	-9%	-6%
Cn1c(-c2ccc(Br)o2)nc2cc(Br)ccc21	-28%	-8	-13%	-19%	-25%	-15%	?
O=C(c1cnn(-c2cccc(F)c2)c1-n1cccc1)N1CCN(c2ccccc2F)CC1	.	0	4%	.	.	.	-4%[15.4 µM]
N#Cc1ccccc1S(=O)(=O)N1CCN(c2nc(-c3cccnc3)nc3ccccc23)CC1	?	-20	0%	129%[activator]	.	13%	-2%
COc1ccc(Br)cc1CNc1ccc(S(N)(=O)=O)cc1	-3%	-8	-9%	-20%	3%	-4%	0%
CCc1ccc(S(=O)(=O)NCC(O)COc2ccc(OC)cc2)cc1 (stereo unspecified)	-23%	0	4%	-11%	2%	-11%	0%
O=C(Nc1nc2ccccc2[nH]1)c1ccc(S(=O)(=O)N2CCOCC2)cc1	28%	2	4%	-24%	4%	101%[activator]	0%
N#Cc1ccccc1S(=O)(=O)N1CCN(C(=O)C2CCCC2)CC1	?	-10	-4%	-6%	0%	14%	-17%
Cc1ccc(-c2nn3c(-c4ccco4)nnc3c3ccccc23)cc1S(=O)(=O)NCC1CCCO1 (stereo unspecified)	5%	-35	-1%	-13%	0%	17%	-5%
O=C(NCc1ccc(F)cc1)c1cc(S(=O)(=O)N2CCCCC2)c[nH]1	8%	-3	-9%	-27%	-1%	10%	1%
CCS(=O)(=O)Nc1cccc(-c2nc3cccnc3s2)c1C	?	9	?	?	5%	-4%	5%
CC(=O)c1ccc(S(=O)(=O)N2CCCC2)cc1	-5%	54	-5%	-9%	1%	2%	-9%
CCC(C)Cn1c(C(C)O)nc2ccccc21 (stereo unspecified)	-9%	19	-3%	2%	1%	-9%	3%
NC(=O)C12C(=O)NC(=O)C1(C(=O)O)C21CCCC1 (stereo unspecified)	25%	14	.	.	.	9%	-3%

Rewritten as labelled records: entries from further up.
COc1ccc(C(C(O)C(=O)c2c[nH]c3ccccc23)N2CCN(c3ccccc3)CC2)cc1 (stereo unspecified)
  HCV inhibitor = ?	HCMV antiviral = 10	AmpC detergent = -3%	AmpC inh no detg = -36%	LmPK inhibitor = 3%	AMA1 RON2 block = -23%	TbPYK inhibitor = -1%

COc1ccc(/C=N/Nc2ncnc3sc(C)c(C)c23)cc1
  HCV inhibitor = -19%	HCMV antiviral = -12	AmpC detergent = -8%	AmpC inh no detg = 51%	LmPK inhibitor = -1%	AMA1 RON2 block = -2%	TbPYK inhibitor = -1%

CC1=NN2C(=N)/C(=C\c3cc(C)n(-c4ccc(C)cc4)c3C)C(=O)N=C2S1
  HCV inhibitor = -9%	HCMV antiviral = -17	AmpC detergent = -7%	AmpC inh no detg = -24%	LmPK inhibitor = 0%	AMA1 RON2 block = -9%	TbPYK inhibitor = -6%

Further compounds follow.
SMILES	HCV inhibitor	HCMV antiviral	AmpC detergent	AmpC inh no detg	LmPK inhibitor	AMA1 RON2 block	TbPYK inhibitor
CC(OC(=O)[C@@H](NS(=O)(=O)c1ccccc1)C(C)C)C(=O)c1c(N)n(C)c(=O)n(C)c1=O (stereo partly specified)	.	22	.	.	.	5%	-7%
COc1ccccc1CN1CC(C(=O)N(Cc2cnn(C)c2)C(C)C)CCC1=O (stereo unspecified)	?	-4	1%	-1%	3%	-8%	3%
C=C(CC[C@@H](O)C(C)(C)O)[C@H]1CC[C@]2(C)[C@@H]1CCC1[C@@]3(C)CCC(=O)C(C)(C)C3CC[C@]12C (stereo partly specified)	-2%	-15	.	1%	.	2%	-3%
COc1ccc(C(=O)Cn2cnc3ccccc3c2=O)c(OC)c1	-5%	69	-3%	-16%	0%	4%	-14%
CCCn1nc(C(=O)NC2CCCc3ccccc32)c2ccccc2c1=O (stereo unspecified)	?	-23	-1%	22%	0%	-5%	4%
Cc1c(C(=O)N2CCCC2)nnn1-c1nonc1N	6%	42	-2%	-16%	1%	-3%	-4%
CCn1c(C(=O)NCc2ccccc2Br)cc2oc3ccccc3c21	.	-71*	3%	.	.	.	4%
O=C(c1cccc([N+](=O)[O-])c1)N1CCN(c2ncccn2)CC1	-2%	-28	?	-13%	-10%	4%	-1%
COC(=O)c1ccc([C@@H]2Nc3c(OC)ccc(C)c3[C@@H]3C=CC[C@@H]32)cc1	.	-3	3%	.	.	.	-11%
NC(=O)C1CCN(CC(O)CSc2ccc(F)cc2)CC1 (stereo unspecified)	7%	.	2%	-3%	-2%	4%	1%
Cc1ccc(N=C2SCCCN2C(=O)c2cccc(N3C(=O)CCC3=O)c2)cc1Cl	-5%	-38	-13%	8%	.	4%	-4%
O=C(Nc1c2c(nn1-c1ccc(F)cc1)CS(=O)(=O)C2)C12CC3CC(CC(C3)C1)C2	17%	-8	5%	-11%	1%	2%	7%
COc1ccccc1OCC(=O)Nc1ccc(-c2nnc(-c3ccco3)o2)cc1	?	27	-6%	-17%	1%	7%	-4%
COc1cc(C(O)c2nc(-c3ccc(F)cc3OC)cs2)ccc1F (stereo unspecified)	.	-32	.	.	.	9%	3%
COc1ccc(CCN2C(=O)CC(Cc3cccc(C)c3)C2=O)cc1OC (stereo unspecified)	7%	-37	-11%	104%[activator]	2%	-22%	3%
COC(=O)c1c(NC(=O)CN2CCN(c3cccc(Cl)c3)CC2)sc(C)c1C	-4%	7	4%	-24%	-6%	-18%	0%
CCN(Cc1nc(-c2ccc(OC)c(OC)c2)no1)C(=O)c1ccoc1C	-24%	-13	-7%	19%	3%	-6%	4%
Cc1nn(-c2ccccc2)c(OC(=O)C(C)C)c1Sc1ccc(Cl)cc1	.	-5	?	.	.	.	?
CC(C)Oc1cccc(C(=O)C2CCCN(C(=O)c3cncs3)C2)c1 (stereo unspecified)	13%	?	0%	54%	-5%	9%	3%
CN(C(=O)c1cccc(C(F)(F)F)c1)C1CCCc2ccccc21 (stereo unspecified)	11%	65	?	54%[activator]	8%	1%	0%
COc1ccccc1Nc1ncc(C(=O)N2CCN(Cc3ccc(OC)c(OC)c3OC)CC2)c2ccccc12	13µM*	10	?	208%[activator]	7%	46%[activator]	-2%
O=C(Nc1cccc(N2CCCC2)c1)c1cccs1	-17%	2	?	-19%	3%	-7%	1%
COc1ccc(C2CC(=O)Nc3c2c(=O)n(C)c2nc4ccccc4n32)cc1 (stereo unspecified)	.	18	3%	.	.	.	2%
CC(=O)N1CCN(C(=O)C2(NC(=O)Nc3cccc(F)c3)CCCCC2)CC1	9%	9	-6%	-3%	0%	13%	-1%
O=c1[nH]c(Cc2cccs2)nc2ccccc12	-8%	-18	4%	-19%	2%	-3%	-3%
CCN(CC)C1=CC(=O)OC12CCCCC2	4%	25	-7%	-10%	-26%	7%	-10%
CC(C)C(=O)Nc1ccccc1Cc1ccccc1	12%	?	3%	-8%	1%	9%	-6%
CCC1(O)C(=O)OCc2c1cc1n(c2=O)Cc2cc3cc(O)ccc3nc2-1 (stereo unspecified)	-15%	-107*	.	.	.	-1%	?
C[C@@H]1CN([C@H](C)CO)C(=O)CCCn2cc(nn2)CO[C@H]1CN(C)C(=O)Nc1ccnc(N2CCOCC2)c1	.	46	.	.	.	14%	0%
Cc1[nH]c2ccc(C(=O)N3CCN(c4cccc(Cl)c4)CC3)cc2c1C	15%	11	3%	-9%	8%	-3%	-1%
COc1cc(OC)cc(C(=O)Nc2cc(NC(=O)c3ccco3)ccc2OC)c1	10µM*	-28	-22%	80%[activator]	2%	0%	-20%
COC(=O)c1cc(-c2ccccc2)n[nH]1	-2%	-3	2%	?	-9%	4%	-1%
COC(=O)CC1C(=O)NCCN1C(=O)CSc1nc2ccccc2s1 (stereo unspecified)	19%	24	-8%	0%	-3%	21%	-13%
COc1ccc(-c2ccc3oc(-c4ccsc4)cc(=O)c3c2)cn1	46%[activator]	29	.	-8%	.	18%	-4%
CCOc1cc2[nH]c(=S)n(CCCC(=O)NCc3ccco3)c(=O)c2cc1OCC	?	24	-3%	-5%	2%	89%[activator]	2%
CC(C)C(=O)OCC(=O)NCc1ccccc1Cl	1%	13	1%	-25%	5%	-4%	-2%
O=C(c1ccccc1)N1CCN(C2CCCCCC2)CC1	-3%	-28	8%	-12%	3%	-11%	2%
CC(OC(=O)c1cc(S(=O)(=O)Nc2ccc(F)cc2)ccc1Cl)C(=O)Nc1ccc2c(c1)OCCO2 (stereo unspecified)	-4%	-19	1%	-35%	4%	-14%	-6%
CCOc1ccc(NC(=S)N(Cc2ccc(Cl)cc2)Cc2ccco2)cc1	?	-17	-6%	-30%	-3%	0%	1%
Nc1nc(NCCN2CCOCC2)nc(NCc2ccccc2)c1[N+](=O)[O-]	?	-13	2%	33%	0%	11%	4%
CC(C)(C)c1cc(NC(=O)c2cc(F)c(F)c(F)c2F)no1	-7%	-18	-3%	-16%	1%	5%	4%
N#CCCn1cc(C(=O)NCc2ccccc2)c(-c2cccs2)n1	5%	54	-4%	-15%	0%	-1%	-9%
O=C(NCCOC(=O)c1ccc(Cl)c(S(=O)(=O)N2CCCCC2)c1)c1ccncc1	2%	.	-2%	23%	-7%	49%[activator]	2%
Cc1c(CN2CCC(Oc3ccc(C(=O)N4CCCCC4)cc3)CC2)cnn1C	-3%	-7	6%	-15%	-1%	2%	7%
CCOC(=O)c1nnn(-c2nonc2N)c1CSc1nnc(N)s1	4%	12	-1%	-11%	-1%	-4%	-5%
